# Screening data (PubChem)
# KB-3-1 tox – KB-3-1 parental cell cytotoxicity; AID 1347075; Potency, µM (top dose mostly 46.1 µM), for inactives: at the highest dose activity change, negative = cytotoxic, actives largely listed as cytotoxic; actives 1.4% (n = 400,000); KB-3-1 viability, CellTiter-Glo ATP luminescence, 72 h; also: potency is read from the fitted curve at half-maximal effect; % is scaled to controls: 0 for no effect and ±100 for the full control effect; nearly all actives have a fitted effect of over 60% in size
#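 Viability of parental KB-3-1 cells, measured by CellTiter-Glo luminescence, followed a 72 h incubation at 37 °C with pinned compounds in phenol-red-free DMEM containing 10% FBS.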
# IL1B secr inh – blocks inflammasome-driven IL-1 beta release | AID 743279 | THP-1 LPS/ATP IL-1B secretion, AlphaLISA, 16 h; hits give low values | activity change, % at 57.5 µM | actives 4.7% (n = 360,000); in the data active = activity change below about -50%; inconclusive = mostly about -30% to -49%; also: % is scaled to controls: 0 for no effect and ±100 for the full control effect
#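 THP-1 cells pretreated 1 hr with compounds (up to 57.5 uM final), then stimulated with LPS (250 ng/mL final) plus ATP (1.25 mM final); secreted IL-1B measured by AlphaLISA after 16 hr, decreased signal indicating inhibition.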
# HepG2 viability – counter-screen for TGF-b inhibitors: cytotoxicity in HepG2 cells; Potency, µM (doses to about 46.1 µM), inactives show at the highest dose activity change, negative = cytotoxicity, actives largely listed as cytotoxic; HepG2 CAGA-GFP viability, ATP luminescence, 18 h; AID 588856; actives 0.76% (n = 410,000); also: potency is read from the fitted curve at half-maximal effect; some results filed as inactive show a strong effect at the top dose
#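 CellTiter-Glo luminescence gave cytotoxicity after 18 hours at 37 degrees C. The cells were HepG2 CAGA-GFP in 1% FBS DMEM, stimulated with 500 pg/mL TGF-beta after compound addition. %Activity was normalised to no-cell wells (complete cell-killing) and DMSO (no toxicity), and curves were fitted and classified.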
# MCF10A rerep – inducers of DNA re-replication in MCF 10A breast cells; MCF 10A DNA re-replication, Hoechst nuclear intensity, 48 h; Potency, µM (highest dose often 46.1 µM), for the others: at the top dose activity, positive = re-replication, usual class: activators; actives 2.9% (n = 350,000); AID 624296; also: potency is read from the fitted curve at half-maximal effect; % of control where 0% means no effect; nearly all actives have a fitted effect of over 50% in size
# HT1080 IDH1KD tx – HT-1080 IDH1 knockdown cell toxicity (counter line) | HT-1080 IDH1 knockdown viability, ATP luminescence, 48 h | actives 2% (n = 360,000) | Potency, µM (top dose mostly 46.1 µM), without a hit: top-dose activity, negative = toxicity, actives largely listed as cytotoxic;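 also: potency is read from the fitted curve at half-maximal effect; 0% = DMSO wells and -100% = cell-free medium wells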
#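 After a 2 h attachment period, IDH1KD HT-1080 cells took pin-transferred compound for 48 h at 37 °C; ATP-based luminescence after 10 min room-temperature reagent incubation reported viability.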
# SW480 rerep – inducers of DNA re-replication in SW480 colon cancer cells; actives 1.8% (n = 340,000); SW480 DNA re-replication, Hoechst DNA content imaging, 48 h; Potency, µM (series often up to 46.1 µM), without a hit: at the highest dose re-replication activation, actives largely listed as activators; also: potency is read from the fitted curve at half-maximal effect; % of control where 0% means no effect; nearly all actives have a fitted effect of over 55% in size
#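 First, 250 cells per well were seeded. Next, compound or vehicle (23 nL) was pinned in, plates sat 48 hr at 37 C. Finally Hoechst was added for 40 min before fluorescence scanning.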
# ATXN viability – reduces viability in counter-screen for ATXN expression inhibitors; S2 cells (HEK-293 line with an ATXN2-luciferase reporter) viability, CellTiter-Fluor protease fluorescence, 24 h; Potency, µM (top dose mostly 56.7 µM), actives largely listed as cytotoxic; actives 0.49% (n = 400,000); AID 651635; also: potency is read from the fitted curve at half-maximal effect; nearly all actives have a fitted effect of over 40% in size
# ATXN2 expr inh – reduces ATXN2 reporter expression in HEK-293 cells; HEK-293 ATXN2-luciferase reporter, luminescence, 24 h; Potency, µM (series often up to 57 µM), without a hit: at the top dose activity change, negative = inhibition, most hits filed as inhibitors; actives 0.72% (n = 360,000); AID 1745845; also: potency is read from the fitted curve at half-maximal effect; % is scaled to controls: 0 for no effect and ±100 for the full control effect; nearly all actives have a fitted effect of over 55% in size
#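 qHTS (up to 57 uM final) was run with 24 h compound exposure of reporter cells at 37 °C. Each well was multiplexed: SteadyGlo luminescence measured ATXN2-luciferase expression after a fluorogenic Gly-Phe-AFC viability readout (25 uM final).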
# HT1080NT lethal – kills 2HG-producing HT-1080-NT fibrosarcoma cells; HT-1080-NT fibrosarcoma viability, CellTiter-Glo ATP luminescence, 48 h; AID 686970; Potency, µM (highest dose often 46.1 µM), for the others: at the highest dose activity, negative = less viability, actives largely listed as cytotoxic; actives 1.6% (n = 360,000);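 also: NT is the 2HG producing partner of a matched IDH1 knockdown line; potency is read from the fitted curve at half-maximal effect; 0% = DMSO-treated cells and -100% = media-only wells without cells; nearly all actives have a fitted effect of over 55% in size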
#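 Luminescent CellTiter-Glo readout after 48 hours of compound exposure at 37 degrees C defined viability of HT-1080-NT cells. Activity was normalized to DMSO wells and cell-free media wells; concentration-response curves were fitted and assigned curve classes.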
# The depositor's hits bear a star; i = inactive; ? = inconclusive; / = not tested or not shown; & = joins results of further samples; [ ] = dose if it differs, or a comment. Unless noted, calls follow the shape of the dose curve; as a rule, active = well fitted curve in the direction sought with a large enough effect; inconclusive = small, poorly fitted or top-dose-only effect, or another doubt; inactive = no such curve, though single readings can be large; an effect the other way counts as inactive or inconclusive.
structure	ATXN2 expr inh	KB-3-1 tox	IL1B secr inh	MCF10A rerep	SW480 rerep	HT1080 IDH1KD tx	HT1080NT lethal	ATXN viability	HepG2 viability
O=C(/C=C/NNC(=O)c1ccc(Cl)cc1)c1ccccc1	/	2%	42	22%	?	?	?	i	-12%
COc1c([N+](=O)[O-])c(=O)n(-c2ccccc2)c2ccccc12	-4%	12%	27	?	6%	-12%	-13%	i	-9%
COCCNC(=O)C(c1ccc(O)cc1)N(Cc1ccccc1)C(=O)CCC(=O)Nc1nccs1 (configuration not stated)	-3%	0%	6	-12%	4%	8%	4%	i	5%
COc1ccccc1CNC(=O)Cn1nnc(-c2ccncc2)n1	-4%	13%	18	15%	1%	1%	6%	i	-1%
COc1ccc(OCc2nc3c4cc(OC)c(OC)cc4nc(=S)n3[nH]2)cc1	-3%	7%	21	1%	-2%	-16%	0%	i	-2%
CCOc1cc(CNCCc2ccc(S(N)(=O)=O)cc2)ccc1OCc1ccc(Cl)cc1	?	?	-109*	?	?	?	?	?	-106%
O=C(Nc1ccccc1Cl)c1c(F)c(F)c(F)c(F)c1F	-1%	11%	?	5%	0%	2%	-5%	i	-28%
O=C(CCCOc1ccccc1)Nc1ccc(Cl)cn1	-16%[11.3 µM]	-2%	-2	?	3%	8%	6%	i	9%
O=C(NCc1cccc(Cl)c1)c1ccc(CS(=O)Cc2ccccc2Cl)o1 (configuration not stated)	-22%	-15%	?	5%	-3%	-25%	-3%	i	-4%&-24%
COc1ccc2[nH]c(=O)c(CN(CC3CCCO3)C(=O)Nc3ccc(F)cc3)cc2c1 (configuration not stated)	?	13µM*	3	?	1%	-1%	-5%	?	2%
CCN1C(=O)c2cccc3c(S(=O)(=O)Nc4ccccc4O)ccc1c23	89%[activator]	-1%	-20	?	17%	-18%	-11%	i	-7%
CN(Cc1ccccc1)C(=O)CN1C(=O)NC2(CCCCCCC2)C1=O	-1%	15%	0	11%	-2%	-2%	-1%	i	-10%
COc1ccc(NC(=O)CNC(=O)Cn2cnc3sc(C)c(C)c3c2=O)cc1OC	5%	13%	7	-1%	-4%	5%	8%	i	3%
COc1cccc(Oc2ccc(C(F)(F)F)cc2NC(=O)CN2C(=O)NC3(CCCC3)C2=O)c1	-36%	?	-30	18µM*	57%	-22%	?	?	13µM*
N#Cc1ccc(C(=O)NC2CCCc3ccccc32)cc1 (configuration not stated)	-38%	-2%	6	0%	3%	-23%	?	?	1%
COc1ccccc1NC(=O)OCC#CCOC(=O)Nc1ccccc1OC	/	-1%	-28	?	28%	-3%	-1%	i	24%
CC(=Nc1ccc(C)c(C)c1)C1=C(O)CCC1=O	44%[activator]	1%	1	-6%	-6%	13%	1%	i	13%
COc1ccc(Br)cc1CNC(=O)C1CCCN(S(C)(=O)=O)C1 (configuration not stated)	8%	16%	-4	0%	2%	5%	6%	i	5%
CN(C)C1=NCCN1CC1CCCC1	-1%	4%	14	28%	-4%	12%	7%	i	1%
COc1cc(OC)c2c(c1O)OC(c1ccccc1)CC2=O (configuration not stated)	-10%	0%	0	-24%	-22%	-1%	-1%	i	-37%
C=CCN1C(=O)CC(C(=O)NC)SC1=Nc1ccc(C(=O)OCC)cc1 (configuration not stated)	3%	-1%	6	-3%	0%	2%	3%	?	-27%
COC(=O)CC(c1ccc(C(C)C)cc1)n1cccc1 (configuration not stated)	1%	-3%	3	-1%	-6%	3%	?	i	-1%
CCOC(=O)N1CCN(C(c2cccnc2)c2ccc3cccnc3c2O)CC1 (configuration not stated)	?	?	26	?	?	-21%	-3%	?	-39%
COc1ccc(C2/C(=C(/O)c3ccccc3)C(=O)C(=O)N2c2ccccn2)cc1OC (configuration not stated)	-7%	-7%	0	6%	-8%	2%	7%	i	-8%
CCOc1ccc(-c2cnc3ccccc3n2)cc1	/	?	0	-2%	6%	4%	-17%	/	12%
O=C(CCn1nc(-c2ccccc2)ccc1=O)N1CCN(c2ccccc2)CC1	2%	1%	?	2%	?	-20%	-5%	i	-35%
CCOC(=O)Nc1ccc2c(CN3C(=O)NC4(CCCC4)C3=O)cc(=O)oc2c1	-7%	-2%	-3	-2%	0%	-8%	-7%	i	-11%
O=C(NCCN1CCOCC1)c1cccc(S(=O)(=O)N2CCCCCC2)c1	4%	5%	26	0%	-12%	19%	20%	i	0%
CS(=O)(=O)NNC(=O)c1cc2cc3ccccc3nc2s1	9%	-7%	32	-3%	-5%	10%	5%	i	0%
CCc1nc2ccc(C(=O)N3CCN(S(=O)(=O)CC)CC3)cn2c1N(CCC(C)C)CCN(C)C	-1%	0%	-22	/	/	9%	0%	i	-20%
C[C@@H]1CCCCO[C@H](CN(C)Cc2ccc(Cl)c(Cl)c2)[C@@H](C)CN([C@H](C)CO)C(=O)c2cc(N(C)C)ccc2O1	-30%	?	?	/	/	-11%	15%	?	-19%
CC(=O)c1ccc(NC(=O)c2ccccc2Sc2ncnc3sc(C)c(C)c23)cc1	24%	5%	?	10%	11%	-10%	7%	i	-3%
CS(=O)(=O)c1ccc2nc(NC(=O)CCN3C(=O)c4ccccc4C3=O)sc2c1	-9%	17%	23	-1%	1%	0%	1%	i	-2%
C#CC1(O)CCCC2C3CCC4CC(OC(C)=O)CCC4(C)C3C(=O)CC21C (configuration not stated)	-14%	-1%	3	?	-6%	-16%	-22%	i	-19%
Cc1cc(N2CCOCC2)n2cc(-c3ccc(F)cc3)nc2n1	-18%[11.3 µM]	-3%	-30	-27%	-1%	6%	-3%	i	-14%
CC(=O)Nc1ccc(NC(=O)C(=O)NCC(c2ccco2)N2CCc3ccccc3C2)cc1 (configuration not stated)	-39%	-19%	-3	?	6%	?	?	i	-49%
Cc1cccc(C(=O)Nc2cc(S(=O)(=O)N3CCOCC3)ccc2N2CCCCC2)c1	-10%	1%	?	20%	6%	10%	1%	?	-2%
O=C(NNC(=O)C1CC2CCC1C2)c1ccccc1 (configuration not stated)	14%	5%	0	-11%	-5%	22%	18%	i	7%
Cc1cccc(Cn2c(NCCO)nc3c2c(=O)n(C)c(=O)n3C)c1	-16%	?	19	-11%	-4%	-3%	?	i	-2%
Cc1cc(C)c(S(=O)(=O)N2CCN(C(=O)N3CCOCC3)CC2)c(C)c1	4%	-6%	15	-1%	-66%[inhibitor]	-1%	-3%	?	-1%
COc1cc(/C=N/NC(=O)C(=O)NCc2cccnc2)ccc1O	-17%	?	-1	-5%	-2%	-3%	2%	i	-5%
CC(C)CCNC(=O)CSc1nc2ccsc2c(=O)n1NC(=O)c1ccccc1	16%	21%	2	8%	-2%	3%	-2%	i	4%
CSc1nc2ccccc2n1C(=O)Oc1ccccc1	-10%	15%	4	-2%	-2%	1%	11%	i	-1%
CN(C)CCCNC(=O)C[C@H]1C[C@H](C(=O)N2CCCCC2)[C@@]2(C)c3[nH]c4ccc(Cl)cc4c3CCN2C1=O	-5%	0%	-12	?	-6%	-17%	-15%	?	-20%
CCC(C)(C)n1nnnc1C(c1cc2cccc(C)c2[nH]c1=O)N1CCCC1 (configuration not stated)	-2%	?	-16	19%	15%	2%	-6%	?	-26%
C#Cc1cccc(C(=O)N2CCCC(C(=O)c3ccc(OC)cc3C)C2)c1 (configuration not stated)	16%	29%	0	11%	1%	20%	16%	i	3%
Cc1oc(-c2ccc(C(=O)NCc3ccccc3)cc2)nc1CS(=O)(=O)c1ccccc1	3%	?	/	/	/	/	/	i	13%
CC(=O)c1cccc(NC(=O)COC(=O)CCC(=O)c2cccs2)c1	-5%	2%	20	-1%	-4%	3%	9%	i	0%
O=S(=O)(Cc1cc(NCc2ccccc2)nc(-c2ccccn2)n1)c1ccccc1	?	-10%	39	-8%	-92%[inhibitor]	3%	2%	i	-26%
Cc1onc(-c2ccccc2Cl)c1C(=O)NCc1nc(-c2ccc(C(F)(F)F)cc2)no1	0%	0%	-76*	?	?	?	-10%	i	18%

# Record cards, as listed above:
# CC(=O)Nc1ccc(NC(=O)C(=O)NCC(c2ccco2)N2CCc3ccccc3C2)cc1 (configuration not stated) is entered as ATXN2 expr inh = -39%; KB-3-1 tox = -19%; IL1B secr inh = -3; MCF10A rerep = ?; SW480 rerep = 6%; HT1080 IDH1KD tx = ?; HT1080NT lethal = ?; ATXN viability = i; HepG2 viability = -49%
# CCN1C(=O)c2cccc3c(S(=O)(=O)Nc4ccccc4O)ccc1c23 is entered as ATXN2 expr inh = 89%[activator]; KB-3-1 tox = -1%; IL1B secr inh = -20; MCF10A rerep = ?; SW480 rerep = 17%; HT1080 IDH1KD tx = -18%; HT1080NT lethal = -11%; ATXN viability = i; HepG2 viability = -7%

# The results go on.
structure	ATXN2 expr inh	KB-3-1 tox	IL1B secr inh	MCF10A rerep	SW480 rerep	HT1080 IDH1KD tx	HT1080NT lethal	ATXN viability	HepG2 viability
COc1ccc(CCNC(=O)c2csc3c2CCCC3)cc1OC	4%[11.3 µM]	-3%	35	-3%	-13%	-28%	-11%	i	-23%
O=C(Cc1cccs1)Nc1cccc(-c2nnc(-c3ccco3)o2)c1	-7%	-18%	?	16%	-7%	-13%	-9%	i	-15%
S=c1[nH]nc(-c2ccco2)n1/N=C/c1cccc(Cl)c1	-26%	13%	7	8%	-6%	1%	-3%	i	-19%
Cc1ccc(C(=O)NCC(=O)OCc2nnc(-c3ccc([N+](=O)[O-])cc3)o2)cc1	/	9%	23	/	/	5%	6%	i	-2%
O=C(Nc1ccccc1)N1CCN(Cc2ccc3c(c2)OCO3)CC1	7%	16%	-11	?	0%	9%	3%	i	-24%
